High-throughput results deposited in PubChem by several laboratories.
PP1 inh – blocks human PP1-alpha phosphatase, a PP5 counter-screen; P62136; purified PP1alpha, OMFP fluorescence; inhibition, % at 6.7 µM; 320,000 tested, 0.9% active; AID 2235;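 active means inhibition above the mean inhibition of all tested compounds plus 3 SD, computed separately for each screening campaign, cut at about 15% in these data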
Target sequence (P62136 whole entry, looked up): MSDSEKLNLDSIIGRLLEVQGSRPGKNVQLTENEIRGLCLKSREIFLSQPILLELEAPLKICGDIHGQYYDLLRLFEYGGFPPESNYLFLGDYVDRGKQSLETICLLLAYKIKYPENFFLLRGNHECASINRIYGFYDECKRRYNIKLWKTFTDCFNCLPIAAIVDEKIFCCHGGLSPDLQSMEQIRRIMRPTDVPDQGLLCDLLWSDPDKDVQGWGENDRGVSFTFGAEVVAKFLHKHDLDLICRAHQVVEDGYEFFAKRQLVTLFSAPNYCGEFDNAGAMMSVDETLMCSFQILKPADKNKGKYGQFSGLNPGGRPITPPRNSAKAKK
procasp3 activ – activators of human procaspase-3 | P42574 | recombinant procaspase-3 D3A, Ac-DEVD-pNA absorbance 405 nm | activation, % at 8.5 µM | 330,000 tested, 0.11% active | AID 463141;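 active means activation above the mean of all tested compounds plus 3 SD, cut at about 21% in these data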;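 further: 0% = DMSO alone and 100% = DMSO wells spiked with extra 5 µM PC-3 D3A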
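Test system: Procaspase-3 D3A mutant; medium: Zinc-free HEPES/NaCl buffer with 0.01% Triton X-100 at pH 7.4; reagent: DEVD-pNA substrate; doses: one concentration, 8.5 µM nominal, 0.8% DMSO; times: 1 h preincubation plus 2 h reaction at 25 °C; signal: Epi-absorbance at 405 nm of released p-nitroaniline, 0 and 120 min; replicates: singlicate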
proCasp7 act – counter-screen: procaspase-7 (human) activation. recombinant procaspase-7, Ac-DEVD-pNA absorbance 405 nm; D23A/D198A/D206A triple mutant, cannot self-cleave; scale: DMSO 0, 5 µM enzyme 100. activation, % at 8.5 µM. 330,000 tested, 0.093% active. AID 463210;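 active means percent activation above the screen-wide mean plus 3 SD, cut at about 25% in these data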
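Replicates: singlicate. Assay system: Procaspase-7 triple mutant (PC-7 D3A). Signal: 405 nm absorbance of p-nitroaniline. Times: 1 h preincubation, 2 h reaction. Buffer or medium: Zinc-free HEPES pH 7.4 with 300 mM NaCl, 0.01% Triton X-100. Also added: DEVD-pNA substrate. Benchmarks: DMSO wells as 0%, DMSO with 5 µM added PC-7 as 100%.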
Fh CTSL1 inh – counter-screen for PFM18AAP inhibitors: inhibitors of F. hepatica cathepsin L1 | 300,000 tested, 0.49% active | recombinant F. hepatica cathepsin L1, Z-Leu-Arg-MCA fluorescence | inhibition, % at 5.96 µM;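 active means inhibition above the mean of all tested compounds plus 3 SD, set per screening campaign, cut at about 17% in these data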;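 further: 0% = plate median of test compound wells and 100% = 1 µM Z-Phe-Ala-diazomethylketone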
TPT1 inh – blocks Candida albicans tRNA 2'-phosphotransferase | recombinant caTPT1, FP RNA substrate dephosphorylation | inhibition, % at 5 µM | 300,000 tested, 0.81% active | AID 1962;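 active means inhibition above the mean of all tested compounds plus 3 SD, set per screening campaign, cut at about 24% in these data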;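 further: plate controls were DMSO alone for no effect and ferristatin control at 100 nM for full effect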
PP5 inh – blocks human protein phosphatase 5 activity | 320,000 tested, 0.18% active | AID 1987 | inhibition, % at 6.7 µM | P53041 | purified PP5c, OMFP substrate fluorescence;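 active means inhibition above the campaign's mean inhibition across all tested compounds plus 3 SD, cut at about 9.5% in these data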;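 further: 0% = DMSO only and 100% = 100 µM cantharidin control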
Target sequence (P53041 whole entry, looked up): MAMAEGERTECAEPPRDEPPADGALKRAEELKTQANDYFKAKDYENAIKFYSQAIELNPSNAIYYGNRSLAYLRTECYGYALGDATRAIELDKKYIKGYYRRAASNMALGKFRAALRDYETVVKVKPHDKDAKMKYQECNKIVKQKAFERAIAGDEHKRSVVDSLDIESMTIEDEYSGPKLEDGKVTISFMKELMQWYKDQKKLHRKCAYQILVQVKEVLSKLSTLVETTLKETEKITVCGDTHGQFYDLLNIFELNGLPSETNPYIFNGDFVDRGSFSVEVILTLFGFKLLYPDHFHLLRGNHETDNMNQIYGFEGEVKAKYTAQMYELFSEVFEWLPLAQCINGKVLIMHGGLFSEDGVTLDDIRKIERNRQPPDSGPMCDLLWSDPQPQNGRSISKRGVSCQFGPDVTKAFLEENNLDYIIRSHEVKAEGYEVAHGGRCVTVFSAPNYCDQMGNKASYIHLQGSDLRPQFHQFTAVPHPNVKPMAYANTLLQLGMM
JMJD2C inh – inhibitors of human GASC-1 (JMJD2C) demethylase; AID 2099; 330,000 tested, 0.069% active; GST-JMJD2C(1-420) H3K9me3 demethylation, DELFIA europium; inhibition, % at 2.35 µM;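 active means more than half of a compound's replicate wells show inhibition beyond 50%, single wells judged on their own value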;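 further: signal counts dimethyl H3K9 product captured on neutravidin plate; 0% = median of DMSO wells and 100% = 0.3 times that DMSO median; strong numbers were not always called active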
HCV core dimer – blocks dimerization of HCV core protein | TR-FRET GST/Flag-core106 dimerization, 1536-well | inhibition, % at 5 µM | 300,000 tested, 0.33% active | AID 1899;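 active means inhibition above the mean of all tested compounds plus 3 SD, set per screening campaign, cut at about 45% in these data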
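Material: Tagged HCV core106 pair (GST and Flag) | Amount: GST-core106 13.5 nM, Flag-core106 17 nM | Medium: KF-containing HEPES buffer, pH 7.45, DTT, CHAPS, BSA | Reagent: Eu donor and XL665 acceptor anti-tag antibodies | Schedule: 4 h at 22.5 °C | Technique: Time-resolved FRET, ex 340 nm, em 617 and 671 nm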
Efflux pump mplx – blocks antifungal efflux pumps in multiplex yeast assay; S. cerevisiae Candida pump triplex, Nile Red efflux; 330,000 tested, 0.44% active; inhibition, % at 10 µM;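 active means plate passing quality check with inhibition over a set limit, or well fluorescence over plate mean plus 4 SD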;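 further: Nile Red retained in pooled yeast measured as flow cytometry median fluorescence; 0% = buffer negative control and 100% = Enniatin B positive control; higher means more Nile Red kept so more efflux inhibition; some compounds called inactive have numbers as strong as hits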
Active calls of the source: *; i = inactive; · = not tested or not shown.

mol	PP1 inh	procasp3 activ	proCasp7 act	Fh CTSL1 inh	TPT1 inh	PP5 inh	JMJD2C inh	HCV core dimer	Efflux pump mplx
CCc1nnc(NS(=O)(=O)c2ccc(NC(=S)NC(=O)c3cccnc3)cc2)s1	1	2	-2	-2	-2	-1.0	-1	0	-0.1
Cc1cc(CN(C)C)c(O)c(C2(C)CCCCC2)c1	-5	-1	5	1	-7	-0.7	-14	2	0.1
CCOC(=O)N1CCC(NC(=O)CCC(=O)N2CCOc3ccc(Cl)cc32)CC1	-3	-1	-1	2	2	-0.3	4	-1	0.0
Cc1ccccc1N=C(N)Nc1ccccc1C	-2	3	3	·	·	2.3	8	·	0.2
CCc1ccc(-n2c(=S)sc3c(=O)n(-c4ccccc4C)c(SCC(=O)O)nc32)cc1	1	-10	6	2	-1	0.7	-13	10	0.0
Cc1ccc(Cn2c(CN3CC(C)OC(C)C3)nc3c2c(=O)[nH]c(=O)n3C)cc1 (stereo not given)	-2	3	-2	-3	3	-0.5	3	0	-0.1
Cc1nc2cc(OCc3cc(C(=O)NC(C)c4cnn(C)c4)no3)ccc2s1 (stereo not given)	-4	1	6	-4	3	-2.1	-1	-6	-1.3
Cc1nc2c(-c3ccccc3)c(C)nn2c(C)c1CCC(=O)NC(C)CCc1ccco1 (stereo not given)	1	5	2	4	-6	0.0	-5	-8	-0.1
Cc1ccccc1NC(=O)C1C2CCCC1C2c1ccccc1 (stereo not given)	2	6	7	2	1	1.8	15	1	0.0
COc1ccc(C(=O)COC(=O)c2ccc(N(C)C)cc2)cc1	4	1	5	5	-3	1.7	-4	7	-0.1
COc1cc(/C=N/NC(=S)Nc2cccc(S(=O)(=O)N(C)C)c2)ccc1O	1	-3	-6	-2	3	-1.1	6	-7	0.6
COCCNc1oc(-c2ccc(C)cc2)nc1C#N	-4	5	12	-1	-4	2.3	6	-5	0.0
COC(=O)C1=C(C)N(Cc2ccccc2)C(=S)N[C@H]1c1ccccc1	-3	0	-1	1	-2	2.9	-4	-1	0.1
O=C(COc1ccc(Cl)cc1Cl)N/N=C/c1ccc(OC2OC(CO)C(O)C(O)C2O)cc1 (stereo not given)	2	3	-13	0	-4	0.6	1	-5	0.0
O=C(CN1C(=O)C2CC=CCC2C1=O)Nc1cc(C(F)(F)F)ccc1N1CCCC1 (stereo not given)	1	15	-9	-12	-3	-2.0	-5	2	-0.1
CCCC(C(=O)NC1CCCC1)N(CC1CCCO1)C(=O)CNS(=O)(=O)c1ccc(F)cc1 (stereo not given)	-2	8	-6	4	4	0.0	6	-9	0.1
O=C(COC(=O)c1ccc(F)cc1)NCc1ccc(F)cc1	-4	4	0	·	·	0.4	-3	·	-0.1
O=C(/C=C/c1ccccc1Cl)NCc1ccccc1	-2	-1	6	3	0	4.7	-1	-1	0.0
COc1cc(N/C(N)=N/c2nc(C)cc(C)n2)cc(OC)c1	2	3	1	0	-1	-4.6	5	13	-0.1
CCC(=O)N/N=C/c1ccc(-c2ccc(Cl)cc2)o1	2	-4	-4	5	2	-0.5	1	-10	0.0
CCN(c1ccccc1)S(=O)(=O)c1ccc(C(=O)Nc2ccccc2OC)cc1	·	6	3	·	·	·	4	·	0.4
COC(=O)c1sc2nc(CN3CCOCC3)nc(N3CCOCC3)c2c1C	-2	-8	7	0	6	-0.4	2	8	-0.1
O=C(NCCc1ccc(Cl)cc1)C1CCN(C(=O)c2ccc(F)cc2)CC1	-2	13	-5	1	4	-0.1	-2	9	-0.1
COCCCNc1nc2c(c(=O)[nH]c(=O)n2C)n1CC(O)COc1ccccc1C (stereo not given)	-7	3	-3	1	0	1.2	1	0	0.3
CC(C)CC1Nc2ccc(C(=O)NCc3ccc4c(c3)OCO4)cc2NC1=O (stereo not given)	0	1	-4	-6	-4	1.6	-5	-11	0.2

More structures follow.
mol	PP1 inh	procasp3 activ	proCasp7 act	Fh CTSL1 inh	TPT1 inh	PP5 inh	JMJD2C inh	HCV core dimer	Efflux pump mplx
O=c1nc(SCc2cccc(C(F)(F)F)c2)nc2ccccn12	0	3	2	-6	0	-0.2	33	-1	-0.1
Cc1ccc(NC(=O)CCC(=O)N/N=C/c2ccco2)c(C)c1	-2	4	-2	10	2	0.3	9	5	-0.1
CC1=C(C(=O)N2CCCC(N3CCN(c4ccccc4C)CC3)C2)OCCO1 (stereo not given)	-1	8	5	-3	-3	-2.5	13	-6	0.0
O=C(c1cnn(-c2nc3ccccc3s2)c1)c1ccccc1O	1	14	-21	2	-3	4.0	-4	10	0.1
O=C(OCc1cc(=O)n2ccsc2n1)C1(c2ccc(Cl)cc2)CC1	2	0	-6	·	·	3.4	-10	·	0.5
COc1ccc(NC(=O)c2c(C)nn(Cc3ccccc3)c2C)cc1S(=O)(=O)N(C)C	-5	3	-1	1	0	2.1	-10	-1	-0.1
CCCN1C(=O)/C(=C/c2ccccc2OCc2ccc(C(=O)O)cc2)NC1=S	-4	-3	-3	0	-1	-0.2	i	-1	0.0
CC(C)CC[n+]1ccn(-c2nc3ccccc3nc2[N-]S(=O)(=O)c2ccccc2)c1	-3	12	-1	-2	1	0.6	-1	2	0.1
CSC1=NCCN1C(=O)Cc1cccc2ccccc12	-1	7	2	-5	0	0.9	6	2	0.1
CSCC[C@H](NC(=O)c1cccnc1)c1nnc2ccccn12	-1	4	1	2	1	-2.8	3	4	-0.1
Cc1cccc(C(=O)N/C(=C/c2ccco2)C(=O)N2CCCCCC2)c1	3	7	3	1	-1	2.8	-5	-3	0.0
Cc1ccccc1/C=N/Nc1nc2ccccc2[nH]1	4	-9	-2	-2	-4	0.7	-39	-16	-0.2
O=C(CSc1nnc(-c2ccncc2)n1C1CCCCC1)Nc1ccccc1	-2	8	-6	3	-3	0.1	-49	-3	0.0
CCn1c(SCC(=O)Nc2sc3c(c2C(N)=O)CCC(C)C3)nnc1-c1ccco1 (stereo not given)	4	1	-5	-2	16	-0.7	-7	56*	-0.2
COC(=O)C(C(=O)N1CCN(C)CC1)C1CCCCCC1 (stereo not given)	-2	4	-13	-1	-3	1.9	·	0	0.4
Cc1nc([N+](=O)[O-])cn1CC(=O)Nc1ccc(F)c(Cl)c1	0	-1	3	2	1	1.0	-10	-3	-0.1
CC1=C(C(=O)Nc2cc(C)ccn2)C(c2cnn(C)c2)C2=C(CC(c3ccccc3)CC2=O)N1 (stereo not given)	-6	-1	-9	0	3	-0.4	0	5	0.0
COc1cc2cc(CN(CCN3CCCC3)C(=O)Nc3ccccc3Cl)c(=O)[nH]c2cc1OC	1	0	-11	2	6	3.7	·	8	-0.1
COc1ccc(C2C(C(=O)Nc3cccnc3)=C(C)Nc3nc(-c4cccs4)nn32)cc1 (stereo not given)	7	-10	0	-1	4	2.9	-6	1	0.1
Cc1ccc2ncc([N+](=O)[O-])n2c1	-2	3	-1	1	1	-0.3	-5	2	-0.1
Cn1c(=O)c(C(=O)CN2CCN(S(=O)(=O)c3ccccc3)CC2)c(N)n(Cc2ccccc2)c1=O	0	6	-5	0	1	3.1	-1	-5	-0.1
CN(C)CCCN(C(=O)c1ccc(S(=O)(=O)N2CCCCCC2)cc1)c1nc2cc3c(cc2s1)OCCO3	2	-5	7	0	-4	1.2	2	-3	-0.1
O=C(NCN1CCN(c2ccccc2)CC1)c1cnccn1	0	3	15	2	-2	0.4	24	0	0.3
COCCN(CC(=O)Nc1ccccc1C(F)(F)F)C(=O)/C=C/c1cc(Cl)c2c(c1)OCO2	0	-6	18	·	·	0.2	2	·	0.0
O=C(Cc1c[nH]c2ccccc12)NC1(C(=O)NC2CCCCC2)CCCCC1	1	-12	9	1	-3	0.1	-1	-12	-0.3

Remaining list, next part.
mol	PP1 inh	procasp3 activ	proCasp7 act	Fh CTSL1 inh	TPT1 inh	PP5 inh	JMJD2C inh	HCV core dimer	Efflux pump mplx
CCOc1ccc(N/C(=N/c2nc(C)cc(C)n2)NC(C)=O)cc1	-2	2	-7	1	0	-0.6	-5	0	0.0
CN(C)C(=O)c1ccc(NC(=O)c2cc(-n3cnnc3)ccc2Cl)cc1	6	-11	4	-4	-7	1.9	9	-4	-0.1
CCS(=O)(=O)NCc1ccc2[nH]c3c(c2c1)CCCC3	-5	-9	-12	6	-3	3.8	-10	11	1.3*
CC(C)(Oc1cccc2ccccc12)C(=O)O	-4	9	-3	-3	1	0.9	15	0	0.0
O=C(CN1C(=O)c2ccccc2S1(=O)=O)NCCSCc1ccco1	0	6	5	-2	3	1.3	-2	2	0.2
On1c(-c2ccccc2)nc2ncccc21	-4	8	-1	4	3	-1.9	-3	3	-0.1
Cc1cccc(NC(=O)CN(C)S(=O)(=O)c2ccccc2)n1	-3	-2	-3	-1	0	3.2	6	-3	0.0
CC(=O)N1CCc2cc(S(=O)(=O)NCCCN3CCCCC3)ccc21	-4	5	5	1	1	-1.6	0	6	0.0
COc1ccc(C(N)=S)c(OC)c1	2	-1	-6	4	-3	1.7	4	-16	-0.1
